# Source: PubChem (The Scripps Research Institute Molecular Screening Center)
# EBNA-1 inhibitor: EBNA-1 DNA-binding inhibitors, primary screen, biochemical, fluorescence polarization | hit rate 0.34% among 300,000 | AID 1950, 2009 | inhibition, % at 14.8 µM; in the data active = inhibition above about 28%
# PREPL inhibitor: PREPL enzyme inhibitors, primary screen, biochemical, fluorescence polarization; Prolyl endopeptidase-like (Homo sapiens), Q4J6C6; hit rate 0.68% among 320,000; AID 2751, 2010; inhibition, % at 5.96 µM; recombinant PREPL, fluorescence polarization activity-based probe; in the data active = inhibition above about 43%;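 also: 0% = enzyme with DMSO and 100% = wells lacking enzyme; many of its hits are not listed in these tables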
# LYPLA2 inh: LYPLA2 inhibitors, primary screen, counter-screen for PME1 inhibitor project, biochemical, fluorescence polarization, FP-Rh probe ABPP; Acyl-protein thioesterase 2 (Homo sapiens), O95372; recombinant LYPLA2; inhibition, % at 5.9 µM; hit rate 0.38% among 320,000;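 active = inhibition above the screen-wide mean plus 3 SD, limit set per campaign, cut at about 26% in these data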;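 also: 0% = LYPLA2 with DMSO and 100% = wells lacking LYPLA2 enzyme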
# LYPLA1 counter: LYPLA1 inhibitors, primary screen, counter-screen for PME1 inhibitor project, biochemical, fluorescence polarization, FP-Rh probe ABPP | AID 2174, 2009 | recombinant LYPLA1 | inhibition, % at 5.9 µM | Acyl-protein thioesterase 1 (Homo sapiens), O75608 | hit rate 0.16% among 320,000;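 active = inhibition above the mean of all tested compounds plus 3 SD, set per campaign, cut at about 14% in these data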;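 also: inhibitors block serine hydrolase probe labeling of LYPLA1 so polarization falls; 0% = enzyme with DMSO and 100% = wells lacking LYPLA1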
# Target sequence (O75608 whole entry, looked up): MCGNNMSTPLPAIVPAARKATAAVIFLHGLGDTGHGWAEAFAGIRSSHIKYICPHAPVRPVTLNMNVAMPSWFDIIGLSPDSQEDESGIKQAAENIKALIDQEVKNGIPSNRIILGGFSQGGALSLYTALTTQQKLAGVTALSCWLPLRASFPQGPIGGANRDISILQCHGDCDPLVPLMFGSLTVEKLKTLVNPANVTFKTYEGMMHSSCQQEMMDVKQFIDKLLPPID
# PAFAH2 FP inh: PAFAH2 enzyme inhibitors, primary screen, biochemical, fluorescence polarization, human. Platelet-activating factor acetylhydrolase 2, cytoplasmic (Homo sapiens), Q99487. recombinant PAFAH2, FP-rhodamine activity probe. inhibition, % at 3.39 µM. hit rate 0.99% among 340,000. AID 492956, 2010;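 active = inhibition above the mean over all tested compounds plus 3 SD, cut at about 30% in these data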;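 also: inhibitors block probe labeling of enzyme so polarization drops; 0% = enzyme with DMSO and 100% = wells lacking PAFAH2 protein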
# PAFAH1B3 inh: PAFAH1B3 enzyme inhibitors, primary screen, biochemical, fluorescence polarization, human; Platelet-activating factor acetylhydrolase IB subunit alpha1 (Homo sapiens), Q15102; recombinant PAFAH1B3, FP-rhodamine probe; inhibition, % at 3.39 µM; hit rate 0.28% among 340,000;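 active = inhibition above the screen-wide average of all tested compounds plus 3 SD, cut at about 25% in these data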;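 also: 0% = enzyme with DMSO only and 100% = wells lacking PAFAH1B3 protein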
# pPAFAH inh: pPAFAH enzyme inhibitors, primary screen, biochemical, fluorescence polarization, human; Platelet-activating factor acetylhydrolase (Homo sapiens), Q13093; recombinant pPAFAH, FP-rhodamine probe fluorescence polarization; inhibition, % at 3.39 µM; hit rate 1.5% among 330,000;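 active = inhibition above the mean inhibition across the screen plus 3 SD, cut at about 25% in these data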;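 also: inhibitors block binding of the rhodamine activity-based probe so polarization drops; 0% = enzyme with DMSO and 100% = wells lacking pPAFAH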
# Target sequence (Q13093 whole entry, looked up): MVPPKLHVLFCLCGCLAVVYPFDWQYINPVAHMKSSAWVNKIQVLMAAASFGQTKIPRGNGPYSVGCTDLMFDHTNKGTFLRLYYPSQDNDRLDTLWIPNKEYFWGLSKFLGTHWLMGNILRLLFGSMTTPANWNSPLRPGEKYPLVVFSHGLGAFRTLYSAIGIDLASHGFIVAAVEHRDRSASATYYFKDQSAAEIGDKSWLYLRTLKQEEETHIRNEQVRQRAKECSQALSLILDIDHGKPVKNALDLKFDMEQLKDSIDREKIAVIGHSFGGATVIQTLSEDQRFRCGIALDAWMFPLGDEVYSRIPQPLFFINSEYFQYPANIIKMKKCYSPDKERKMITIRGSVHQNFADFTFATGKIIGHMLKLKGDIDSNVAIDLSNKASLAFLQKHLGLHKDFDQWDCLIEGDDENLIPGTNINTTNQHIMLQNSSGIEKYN
# PAFAH1B2 inh: PAFAH1B2 enzyme inhibitors, primary screen, biochemical, fluorescence polarization, human; Platelet-activating factor acetylhydrolase IB subunit alpha2 (Homo sapiens), P68402; recombinant PAFAH1B2, FP-rhodamine activity probe; inhibition, % at 3.39 µM; hit rate 1.2% among 340,000; AID 492953, 2010;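 active = inhibition above the mean of all tested compounds plus 3 SD, cut at about 24% in these data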;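 also: 0% = enzyme with DMSO and 100% = wells lacking PAFAH1B2; many of its hits are not listed in these tables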
# ZTA counter: ZTA (EBV) inhibition in EBNA-1 counter-screen. inhibition, % at 11 µM. ZTA-DNA binding, fluorescence polarization. P03206. hit rate 0.15% among 320,000. AID 2234; in the data active = inhibition above about 33%
# Target sequence (P03206 whole entry, looked up): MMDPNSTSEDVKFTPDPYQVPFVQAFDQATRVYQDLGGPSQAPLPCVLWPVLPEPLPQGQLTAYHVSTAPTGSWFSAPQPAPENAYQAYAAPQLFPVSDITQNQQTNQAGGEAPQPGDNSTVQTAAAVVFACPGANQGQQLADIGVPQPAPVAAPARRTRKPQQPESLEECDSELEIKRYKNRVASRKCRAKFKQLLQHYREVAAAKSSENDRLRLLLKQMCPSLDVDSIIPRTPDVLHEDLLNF
# * marks the source's active call; other numbers are inactive results; . = no result given. Not all compounds are listed (hit frequency here may not be typical).
canonical_smiles,EBNA-1 inhibitor,PREPL inhibitor,LYPLA2 inh,LYPLA1 counter,PAFAH2 FP inh,PAFAH1B3 inh,pPAFAH inh,PAFAH1B2 inh,ZTA counter
COCCNC(=O)CSCc1cc(C)cc(C)c1,-3,-5,5,3,2,4,4,-2,1
Cc1cnn(-c2nc(-c3cccs3)cc(C(F)(F)F)n2)c1,-3,10,-2,-3,-7,4,-6,-1,-16
COc1ccc(-n2c(SCC(=O)N3CCC(C(=O)O)CC3)nc3ccccc3c2=O)cc1OC,-14,-2,1,-1,12,-9,0,-2,-1
COc1ccc(N(CC(=O)N/N=C/c2ccccc2F)S(=O)(=O)c2ccccc2)cc1,6,-7,1,-3,0,9,5,1,8
Fc1cccc(Cn2cc(C(=S)N3CCOCC3)c3ccccc32)c1,-5,25,16,3,-2,4,-2,1,-37
CC1CN(C(=O)c2ccc3c(c2)OCO3)CC(C)O1 (centres undefined),1,3,6,-1,2,2,1,2,5
CCC1CCCCN1CCCNC(=O)Cn1ncn2nc(-c3ccc(OC)cc3)cc2c1=O (centres undefined),-9,35,-2,-3,0,10,-1,0,-4
CCCNC(=O)c1cccc(C(F)(F)F)c1,2,3,7,-2,5,-9,1,-1,-13
O=C(CN1C(=O)C2C3C=CC(C3)C2C1=O)NCc1ccccc1 (centres undefined),6,9,3,3,4,-1,-6,4,-9
C=CCNc1nc(NCc2ccco2)nc(OCC)n1,-2,1,1,-2,9,2,-1,1,-14
CON(C)c1nc(Oc2ccc(=O)[nH]n2)nc(N(C)C)n1,0,3,5,-2,0,-1,1,11,-23
CCN1C(=O)C(=O)N(CC(=O)N2CCN(c3ccccc3)CC2)C1=O,7,3,5,1,1,3,3,1,-7
O=C(NC(=S)NC1CCS(=O)(=O)C1)c1ccccc1Br (centres undefined),-12,2,-1,-2,-8,4,0,5,-17
COc1cccc(NC(=O)CN2CCc3ccccc3C2)c1,1,-2,-1,-1,8,-3,3,8,3
O=C(CN(c1ccc(F)cc1)S(=O)(=O)c1ccccc1)Nc1ccccc1C(=O)O,-12,7,-5,-4,2,-1,-10,14,9

# An excerpt from above, reduced to PAFAH1B2 inh.
canonical_smiles	PAFAH1B2 inh
CC1CN(C(=O)c2ccc3c(c2)OCO3)CC(C)O1 (centres undefined)	2
Fc1cccc(Cn2cc(C(=S)N3CCOCC3)c3ccccc32)c1	1

# The list continues.
canonical_smiles,EBNA-1 inhibitor,PREPL inhibitor,LYPLA2 inh,LYPLA1 counter,PAFAH2 FP inh,PAFAH1B3 inh,pPAFAH inh,PAFAH1B2 inh,ZTA counter
C=C1CCN([C@H](C(=O)Nc2ccc(OC)cc2)C(C)C)S(=O)(=O)c2ccccc21,8,8,6,1,-5,-6,-3,1,1
O=C(c1cc2nc(-c3ccccc3)cc(-c3ccccc3)n2n1)N1CCCC1,5,0,-2,-4,-4,6,11,10,11
CC(=O)c1cccc(NC(=O)c2cnn(-c3ccccc3)c2C)c1,2,16,-4,-2,-4,8,0,4,9
COc1cc(NC(=O)CN(c2cc(C)cc(C)c2)S(=O)(=O)c2c(C)[nH]c(=O)[nH]c2=O)cc(OC)c1,1,3,3,2,1,6,25*,3,8
O=C(CSCc1ccccc1)N1CCN(c2cccc(C(F)(F)F)c2)CC1,8,-18,8,2,1,10,13,9,7
N#C/C(C(=O)N1CCCCC1)=C1/N=C(NC(=O)c2ccc(F)cc2)c2ccccc21,5,3,5,0,4,6,4,7,4
Fc1ccccc1NC(=S)N1CCN(C/C=C/c2ccccc2)CC1,1,3,0,-1,4,14,-1,3,9
Cc1ccccc1OCC(=O)OCC(=O)c1ccc(-c2ccccc2)cc1,5,-7,-1,-2,-2,0,4,-5,-8
CCn1ccc(C(=O)Nc2c(C)nn(Cc3c(F)c(F)c(F)c(F)c3F)c2C)n1,-12,6,-6,1,5,-1,2,6,3
O=[N+]([O-])c1ccc(Oc2cccc(Br)c2)c2ccncc12,2,36,81*,11,8,7,12,11,-7
CCN(CCCNC(=O)CN1C(=O)COc2ccccc21)c1cccc(C)c1,7,9,-2,-1,3,-9,6,-1,0
COc1cc(C2CC(=O)NC3=C2C(=O)CC(C)(C)C3)cc(OC)c1O (centres undefined),-3,-5,-4,-2,3,5,-5,4,-6
O=C(NC1CCCCC1)c1cc2ccccc2cc1O,4,-1,-4,-5,-9,-7,4,-7,11
CCCCc1nc2cc(C(=O)N3CCCCC3CCO)ccc2o1 (centres undefined),1,4,4,0,1,6,0,7,2
CCCC(=O)N1CCN(c2ccc(NC(=O)c3ccccc3)cc2)CC1,-4,12,3,1,-3,7,7,2,5

canonical_smiles,EBNA-1 inhibitor,PREPL inhibitor,LYPLA2 inh,LYPLA1 counter,PAFAH2 FP inh,PAFAH1B3 inh,pPAFAH inh,PAFAH1B2 inh,ZTA counter
NS(=O)(=O)c1cc(C(=O)OCC(=O)N2CCc3ccccc3C2)ccc1Cl,.,4,-6,-5,4,-8,-5,6,-4
CC(=O)N1CCN(C(=S)c2ccc([N+](=O)[O-])cc2)CC1,-1,-3,2,-2,9,2,4,5,6
COC(=S)N/C(=N\S(=O)(=O)c1ccc(Cl)cc1)c1ccccc1,4,8,1,-1,-1,2,2,2,14
CC(C)(C)OC(=O)N1CCC(Cc2cc(-c3ccc(Cl)cc3)no2)(C(=O)O)CC1,8,-4,2,1,5,5,5,4,12
COc1ccc(NC(=O)CN(C)C(=O)c2cc(-c3ccc(OC)cc3)nc3ccccc23)cc1,31*,-11,-14,-5,-1,1,-10,6,3
CCN1C(=O)c2cccc3c(S(=O)(=O)N4CCCC4C(=O)O)ccc1c23 (centres undefined),-11,1,5,0,-9,5,4,3,5
O=C(CNC(=O)c1ccccc1)OCc1cccc([N+](=O)[O-])c1,-8,11,-4,1,-6,-4,0,-8,2
CCc1ccc(CNCc2cccs2)cc1,7,-2,-2,0,5,0,1,-1,7
C=CCn1c(=O)c2ccccc2n2c(SCC(=O)c3ccccc3)nnc12,4,0,-1,-2,2,-1,1,12,-2
COc1cc(CC(=O)NNC(=O)c2cccs2)cc(OC)c1OC,.,-3,.,.,8,6,1,-1,.
CCOCCCNC(=O)C1CC(=O)N(CCc2ccc(C)cc2)C1 (centres undefined),1,5,-1,0,-5,5,-3,4,7
CCOC(=O)CNc1nc(Oc2ccc(=O)n(C)n2)nc(N(CC)CC)n1,7,13,-3,-5,5,-1,2,-5,7
c1ccc(C2CC(c3cccs3)Nc3nnnn32)cc1 (centres undefined),-7,-37,-1,-2,4,4,3,8,4
CCn1c(=O)[nH]c(=O)c2c(N)c(C(=O)c3ccccc3OC)sc21,9,7,1,-2,7,7,8,3,9
COC(=O)C(C)Sc1nc2c(c(-c3ccc(OC)cc3)c1C#N)-c1ccccc1C2=O (centres undefined),3,9,7,-1,1,-8,9,0,2

canonical_smiles,EBNA-1 inhibitor,PREPL inhibitor,LYPLA2 inh,LYPLA1 counter,PAFAH2 FP inh,PAFAH1B3 inh,pPAFAH inh,PAFAH1B2 inh,ZTA counter
OCC[C@@H]1C[C@H](O)[C@@H](O)[C@@]2(CCc3ccccc3O2)O1,-1,2,-4,-1,-3,6,2,2,6
O=C(CNC(=O)c1ccc(S(=O)(=O)N2CCCC2)cc1)N/N=C/c1ccccc1Cl,-1,18,0,1,4,1,-3,2,-11
CCOc1ccccc1C1CC(=O)Nc2cc3c(cc21)OCO3 (centres undefined),8,-5,-7,1,-6,5,2,-4,-7
COCCC(=O)Nc1ccc2c(c1)CN(C(=O)c1ccc(CSC)o1)CC2,4,-8,1,5,-8,8,2,2,2
Cc1c(N=C/C=C/c2ccccc2)cnn1C,5,4,0,0,4,3,0,9,-3
CN(C)CCNC(=S)Nc1ccc(Br)cc1,4,-8,-9,-5,2,2,-6,-5,2
Cn1c(=O)c(-c2ccccc2)nn2c3ccccc3nc12,6,-7,2,1,8,6,2,0,-5
CN(C)CCCN(Cc1ccccc1)C(=S)NCc1ccccc1,5,-11,3,-5,1,4,3,4,7
CC(NC(=O)c1ccc(C#N)cc1)C1CC2CCC1C2 (centres undefined),-12,6,-1,2,-1,6,-4,15,2
CSc1ccccc1NC(=O)C1CC(c2c(F)cccc2Cl)=NO1 (centres undefined),-10,-6,-1,-1,-2,5,-1,0,-8
CN(C)S(=O)(=O)c1cccc(C(=O)C2=C3SC=C(c4ccccc4)N3CC2)c1,12,6,1,-4,-8,1,9,-1,7
CCN(CC(=O)N1CCOCC1)S(=O)(=O)c1ccc(F)cc1,0,5,0,2,4,-11,-3,3,-7
CC(=O)c1c(C)[nH]c(C(=O)CSc2nnc(-c3ccc(Cl)cc3)n2CC2CCCO2)c1C (centres undefined),12,-6,-1,0,-4,1,12,-1,10
c1ccc(SCCOCCN2CCc3ccccc3C2)cc1,-7,16,6,2,-6,3,1,5,7
COc1cccc(N(CC(=O)NC(C)(C)C)C(=O)C2CSC(=O)C2)c1 (centres undefined),4,7,1,-1,-2,5,1,3,1

canonical_smiles,EBNA-1 inhibitor,PREPL inhibitor,LYPLA2 inh,LYPLA1 counter,PAFAH2 FP inh,PAFAH1B3 inh,pPAFAH inh,PAFAH1B2 inh,ZTA counter
Cc1ccc(C)c(NC(=O)CN(C)C(=O)[C@@H](NC(=O)c2ccc(C(C)(C)C)cc2)C(C)C)c1,-17,9,4,-1,-6,3,6,21,1
CCCCN(C(=O)CC1OC(=O)c2ccccc21)c1c(N)n(CCCC)c(=O)[nH]c1=O (centres undefined),-9,4,0,-1,0,-3,1,1,-12
CCC(=O)N(CC)C1=C(O)c2ccccc2C(=O)C1=O,3,15,-4,-3,0,11,2,7,1
COc1cccc(CNC(=O)c2ccc(C(=O)NCc3cccc(OC)c3)cc2)c1,5,6,9,1,-8,10,2,4,-7
CC(C)CNS(=O)(=O)c1cc2c3c(c1)CCC(=O)N3CCC2,-14,23,-2,-3,9,0,4,-3,-18
Cn1c(=O)c2c(nc(N3CCN(c4ccc([N+](=O)[O-])cc4)CC3)n2C)n(C)c1=O,1,42,6,2,.,.,1,.,1
CC1CCc2c(C(=O)N3CCN(S(=O)(=O)c4cccs4)CC3)csc2C1 (centres undefined),-1,14,5,-2,9,5,3,8,-4
Cc1nn(-c2ccc(F)cc2F)c2c1-c1nc(N3CCCC3)ncc1CC2,-5,-1,-5,-7,3,9,3,7,9
CC(=O)c1cccc(NC(=O)c2cc(C(C)C)on2)c1,11,3,-1,-1,7,7,5,0,17
Cc1cc(C(=O)CN2C(=O)c3ccccc3S2(=O)=O)c(C)n1CC1CCCO1 (centres undefined),-13,-3,7,-4,-3,3,2,-3,-8
NC(=O)c1sc2nc3c(c(-c4cccs4)c2c1N)CCCCC3,11,32,0,1,1,4,10,3,-1
Cn1ncc(Cl)c1C(=O)Nc1ccc(Cl)cn1,-23,-5,4,-3,6,8,-1,6,1
Cc1cc(C(F)F)nn1CC(=O)NCc1ccco1,-1,0,3,1,4,-6,6,-5,0
Cc1oc(C(=O)O)cc1COc1cccc2ccccc12,-4,-12,5,-1,9,-6,7,1,-9
Cc1ccc(-n2nc3c(=O)n(CCCC(=O)NC4CCC(C)CC4)nc(C)c3c2C)cc1 (centres undefined),-11,15,3,-1,3,9,-4,-3,-10
CCOC(=O)c1ccccc1NC(=O)c1cn(-c2ccc(C)c(C)c2)c(=O)c2ccccc12,10,7,-6,-2,-11,-6,2,-4,2
